Compound activity (PubChem BioAssay)
D2 antag: antagonizes the human D2 dopamine receptor; AID 485344; inhibition, % at 10 µM; HEK293 TREx D2 cells, calcium flux, dopamine EC80; P14416; 340,000 tested, 2% active; in the data active = inhibition above about 30%; note: 0% is about no effect
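Overnight-induced (tetracycline, 30 C) HEK293 T-REx cells carrying force-coupled D2 receive a no-wash calcium dye, then compound, then EC80 dopamine at 180 s; signals are read kinetically throughout.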
LDHA inh: inhibitors of human lactate dehydrogenase A. P00338. purified LDHA, NADH/diaphorase-resazurin fluorescence; active compounds read low. activity change, % (values are at about 110 or 230 µM). 480,000 tested, 0.15% active. AID 1347041; in the data active = activity change below about -30%; inconclusive = mostly about -25% to -30%;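 note: plate controls were DMSO wells for no effect and wells without enzyme for full effect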
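Resorufin fluorescence (ex540/em590), read at 0 and 20 min after diaphorase/resazurin addition, reports the NADH left after a 5 min room-temperature reaction of 2 nM human LDH5 with 0.06 mM NADH and 0.2 mM pyruvate.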
ERG-DNA inh: ERG Ets/DNA interaction inhibition. fluorescence polarization, His-ERG Ets domain / labelled DNA. Potency, µM (titrated, usually from 76.9 µM), inactives show at the highest dose FP activity, negative = inhibition, hits mostly inhibitors. 370,000 tested, 0.028% active. AID 624246; active = well fitted inhibition curve with a large enough effect in the polarisation, with a control signal flat; inconclusive = small, poorly fitted or top-dose-only effect, or effect the other way, or a change in a side signal; inactive = no such curve, though single readings can be large or run the other way; the % refers to the polarisation;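 note: polarization taken with two DNA probes labelled with fluorescein and Texas red; potency is the fitted concentration of half-maximal effect; % of control where 0% means no effect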
Target sequence (P11308 whole entry, looked up, the tested form may be a part): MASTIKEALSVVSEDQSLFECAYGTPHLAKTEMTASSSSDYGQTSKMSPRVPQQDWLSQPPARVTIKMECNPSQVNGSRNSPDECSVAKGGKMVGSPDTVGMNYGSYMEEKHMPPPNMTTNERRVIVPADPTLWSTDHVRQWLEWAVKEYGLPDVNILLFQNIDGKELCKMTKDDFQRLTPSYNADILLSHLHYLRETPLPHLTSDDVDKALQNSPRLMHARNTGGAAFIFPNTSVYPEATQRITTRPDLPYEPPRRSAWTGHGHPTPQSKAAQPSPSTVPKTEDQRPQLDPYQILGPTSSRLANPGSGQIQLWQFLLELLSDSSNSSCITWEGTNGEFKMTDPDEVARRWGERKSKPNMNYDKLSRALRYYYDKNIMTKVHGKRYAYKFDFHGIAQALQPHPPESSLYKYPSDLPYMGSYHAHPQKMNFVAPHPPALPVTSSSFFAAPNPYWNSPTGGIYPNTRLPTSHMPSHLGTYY
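His-tagged ERG Ets domain (1 uM in the protein solution; 300mM KCl, 50mM Tris-HCl, 1mM EDTA, 1mM DTT, pH 7.5) received compound, then a probe mix of 5 nM fluorescein-DNA and 100nM Texas-615-DNA. Fluorescence polarization was read for both dyes.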
RGS4 inh: human RGS4 inhibition. Potency, µM (top dose mostly 114 µM), for inactives: at the top dose activity change, negative = inhibition, usual class: inhibitors. AID 504845. 390,000 tested, 0.039% active. Transcreener GDP fluorescence polarization, RGS4-accelerated GTP hydrolysis; note: potency is the fitted concentration of half-maximal effect; % is set by controls: 0 for no effect and ±100 for the full control effect; nearly all actives have a fitted effect of over 75% in size; some results filed as inactive show a strong effect at the top dose
Target sequence (P49798 whole entry, looked up): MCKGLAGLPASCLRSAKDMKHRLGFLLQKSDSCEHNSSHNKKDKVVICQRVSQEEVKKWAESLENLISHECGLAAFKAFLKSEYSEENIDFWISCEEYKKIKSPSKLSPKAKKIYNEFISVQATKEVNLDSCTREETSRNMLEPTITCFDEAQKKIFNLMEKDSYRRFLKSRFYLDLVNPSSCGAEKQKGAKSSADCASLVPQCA
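MLSMR compounds (23 nl, pin-transferred) preincubated 10 min at room temperature with a 500nM (2x) first reagent, then RGS4 at 900nM (2x) plus Transcreener GDP mix added; fluorescence polarization (620/688 nm) read before and after 90 min at 30 °C.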
Vif-APOBEC3F blk: blocks the Vif interaction with APOBEC3F. AID 602313. Potency, µM (highest dose often 46.1 µM), for inactives: at the highest dose activity, negative = active. HeLa A3F-eYFP + Vif (tagged APOBEC3F with the HIV-1 protein that degrades it), YFP fluorescence increase. 390,000 tested, 0.2% active; note: potency is the fitted concentration of half-maximal effect; % of control where 0% means no effect; nearly all actives have a fitted effect of over 65% in size
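HeLa cells stably expressing A3F-eYFP plus Vif, plated and incubated overnight at 37 deg C, then exposed to compounds overnight at 37 deg C. Blocked degradation read as raised yellow fluorescence (Ex 488/Em 500-530).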
D2 agonist: D2 dopamine receptor (human) agonism; HEK293 T-REx D2 cells, calcium flux agonist mode; activation, % at 2 µM; 340,000 tested, 0.53% active;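 active = activation over 3 SD above normal in the single-dose calcium agonist read, cut at about 30% in these data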; note: 0% is about no effect
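Agonism is scored from calcium flux in a force-coupled, inducible HEK293 cell line expressing D2, read kinetically for 180 s after compound addition against dopamine controls.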
Vif-A3G inh: Vif-A3G binding inhibition | HeLa A3G-eYFP + Vif (tagged APOBEC3G with the HIV-1 protein that degrades it), YFP fluorescence, overnight | Potency, µM (highest dose often 46.1 µM), for inactives: at the highest dose activity, negative = active, most hits filed as inhibitors | 410,000 tested, 0.076% active | AID 602310;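 note: potency is the fitted concentration of half-maximal effect; % is set by controls: 0 for no effect and ±100 for the full control effect; nearly all actives have a fitted effect of over 60% in size; hits raise eYFP signal because A3G escapes Vif-driven loss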
Target sequence (Q9HC16 whole entry, looked up): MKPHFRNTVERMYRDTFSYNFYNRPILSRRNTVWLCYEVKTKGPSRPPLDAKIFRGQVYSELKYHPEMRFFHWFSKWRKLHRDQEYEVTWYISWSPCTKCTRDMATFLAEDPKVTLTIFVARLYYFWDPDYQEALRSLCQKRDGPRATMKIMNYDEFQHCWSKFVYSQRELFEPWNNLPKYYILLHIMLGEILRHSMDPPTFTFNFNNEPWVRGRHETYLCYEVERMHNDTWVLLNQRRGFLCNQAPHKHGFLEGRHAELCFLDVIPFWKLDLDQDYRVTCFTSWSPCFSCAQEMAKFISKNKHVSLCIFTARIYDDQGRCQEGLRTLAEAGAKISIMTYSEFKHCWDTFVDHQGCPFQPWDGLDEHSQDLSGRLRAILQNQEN
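Read-out is eYFP fluorescence (Ex 488/Em 500-530) from Vif-expressing HeLa A3G-eYFP cells; more signal means A3G escaped Vif-mediated degradation. Cells plated overnight, compound pinned in, incubated overnight at 37 deg C.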
Glioma ERSR ind: inducers of ER stress response in human glioma cells. 420,000 tested, 0.02% active. AID 602332. Potency, µM, for the others: top-dose activation, usual class: activators. U87-MG GRP78 promoter luciferase reporter, 16 h; note: potency is the fitted concentration of half-maximal effect; series mostly up to about 76 µM; % of control where 0% means no effect; nearly all actives have a fitted effect of over 35% in size
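ERSR induction read as luciferase luminescence (Bright-Glo, 10 min at room temperature) in stably transfected human U87-MG glioma cells exposed to compounds for 16 h, using GRP78 as sensor.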
ALOX12 inh: ALOX12 (human) lipoxygenase inhibition | 580,000 tested, 1.1% active | Potency, µM (series often up to 108 µM), for the others: at the highest dose activity change, negative = inhibition, actives largely listed as inhibitors | purified 12hLO, xylenol orange hydroperoxide absorbance | P18054; note: potency is the fitted concentration of half-maximal effect; % is set by controls: 0 for no effect and ±100 for the full control effect
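Hydroperoxide product was detected by ferrous iron/xylenol orange as the 573 to 405 nm absorbance ratio. Arachidonic acid at 40 uM (final) was turned over for 30 min at room temperature by 150 nM human 12hLO, pH 7.0 Hepes buffer, after 15 min compound preincubation.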
* hit, by the source's call; ? = inconclusive; . = not tested or not shown; & = joins results of further samples; [ ] = dose if it differs, or a comment. Unless noted, calls come from the whole dose curve; as a rule, active = well fitted curve in the direction sought with a large enough effect; inconclusive = small, poorly fitted or top-dose-only effect, or another doubt; inactive = no such curve, though single readings can be large; an effect the other way counts as inactive or inconclusive. A portion of the library; rates above refer to the full screens.

The opening 4 records, ahead of the listing:
SMILES | D2 antag | LDHA inh | ERG-DNA inh | RGS4 inh | Vif-APOBEC3F blk | D2 agonist | Vif-A3G inh | Glioma ERSR ind | ALOX12 inh
CN(CC(=O)Nc1cccc(F)c1)C(=O)c1cc(S(=O)(=O)N(C)C)ccc1N1CCCC1 | 0 | -6 | 9% | 17% | 6% | 1.4 | -5% | -2% | -4%
O=C(C[n+]1ccn(-c2ccccc2)c1)c1ccc([N+](=O)[O-])cc1 | -10 | 0 | 5% | 2% | 0% | 2.3 | 10% | -2% | 0%
O=Cc1c(Cl)nc2ccccn2c1=O | -8 | 1 | 11% | 3% | ? | 0.0 | ? | -13% | 5%
O=C(NC1CC1)c1ccc2sc([C@@H]3O[C@H](CO)[C@H](O)[C@H](O)[C@H]3O)nc2c1 | . | 0 | . | . | . | . | -2% | -3% | 1%

All compounds of this part, previewed entries included:
SMILES | D2 antag | LDHA inh | ERG-DNA inh | RGS4 inh | Vif-APOBEC3F blk | D2 agonist | Vif-A3G inh | Glioma ERSR ind | ALOX12 inh
CN(CC(=O)Nc1cccc(F)c1)C(=O)c1cc(S(=O)(=O)N(C)C)ccc1N1CCCC1 | 0 | -6 | 9% | 17% | 6% | 1.4 | -5% | -2% | -4%
O=C(C[n+]1ccn(-c2ccccc2)c1)c1ccc([N+](=O)[O-])cc1 | -10 | 0 | 5% | 2% | 0% | 2.3 | 10% | -2% | 0%
O=Cc1c(Cl)nc2ccccn2c1=O | -8 | 1 | 11% | 3% | ? | 0.0 | ? | -13% | 5%
O=C(NC1CC1)c1ccc2sc([C@@H]3O[C@H](CO)[C@H](O)[C@H](O)[C@H]3O)nc2c1 | . | 0 | . | . | . | . | -2% | -3% | 1%
CCc1cc2c(=O)n(N)c(CCC(=O)O)nc2s1 | -14 | -1 | -1% | 5% | 0% | -0.2 | -1% | -5% | -8%
COc1cccc(CC(=O)Nc2ccc3nc(Nc4cccc(C(F)(F)F)c4)cc(C)c3c2)c1 | . | -1 | 6% | -21% | 6% | 0.5 | 0% | -3% | 0%
COc1cnc(-c2ccccc2)nc1Sc1ccccc1 | 10 | -4 | -3% | 29% | 4% | 1.4 | -2% | -4% | -5%
CCCCCCSc1ccc([C@H]2N[C@@](Cc3ccccc3)(C(=O)OC)[C@H]3C(=O)N(C)C(=O)[C@@H]23)cc1OC | -4 | 2 | -1% | 15% | 7% | 1.0 | -6% | 1% | -17%
Cc1ccc(C)c(N2CCN(C(=O)C3CCCN(S(=O)(=O)c4c(C)noc4C)C3)CC2)c1 (configuration not stated) | 12 | 2 | 4% | 19% | -16% | 3.1 | 1% | -1% | 52%
Cc1c(N=C2Nc3cccc4cccc2c34)c(=O)n(-c2ccccc2)n1C | -11 | 6&8 | 28% | 3%&8% | -20%&3% | 6.3 | -10%&0% | -1%&-3% | -3%&10%
O=C(CC12CC3CC(CC(Br)(C3)C1)C2)OCCN1CCCCC1 | 5 | 2 | -1% | -4% | -20% | -0.1 | 0% | 0% | -10%
Cn1c2c(c(=O)n(C)c1=O)NC1(N2)C(=O)Nc2ccccc21 (configuration not stated) | -25 | -5 | 4% | 6% | -8% | -0.4 | -6% | -1% | 0%
COc1cc2c(cc1OC)CN(C(=O)CN1CCN(S(=O)(=O)c3ccccc3)CC1)CC2 | -2 | -1 | -4% | 15% | 3% | -0.8 | -7% | 1% | 0%
OCCSc1nc(N2CCOCC2)nc(N2CCOCC2)n1 | 1 | 0 | 13% | -13% | 0% | 1.1 | -6% | -2% | 4%
Cc1ccc(NC(=O)CN2C(=O)N/C(=C/c3ccco3)C2=O)cc1 | . | 0 | -9% | -34% | 8% | . | 2% | 1% | 5%
COc1ccc(C(=O)NCC(c2cccs2)N2CCc3ccccc32)c(OC)c1 (configuration not stated) | -7 | -6 | -8% | 9% | -5% | -0.6 | 0% | -5% | 5%
CCN(CC(=O)NC1CCS(=O)(=O)C1)C(=O)c1ccc(S(=O)(=O)N(CC)CC)cc1 (configuration not stated) | -12 | -8 | -10% | 28% | -11% | 0.7 | 5% | -4% | 152%[activator]
Cc1ccc(-n2ncc(C(=O)NCc3cccs3)c2C2CCN(C(=O)OC(C)(C)C)CC2)c(C)c1 | . | 1 | -2% | 16% | 0% | 0.5 | 2% | 0% | ?
O=C(CSc1ccc(-c2ccco2)nn1)NC1CCCCC1 | -7 | -2 | -5% | -6% | -5% | -0.7 | 1% | -3% | -5%
Cc1ccc(Cn2ncc3c(NCCN(C)C)ncnc32)cc1 | 19 | -2 | 1% | -41% | 1% | 0.2 | 1% | -4% | -10%
Cc1cccc(C)c1OCC(=O)N=Nc1c(O)[nH]c2ccc(Br)cc12 | . | -1 | -4% | -14% | ? | . | 1% | -5% | 3%
CCOC(=O)c1cc(OC(=O)c2ccccc2)n(-c2ccccc2)n1 | -4 | -2 | -10% | 0% | 0% | -0.5 | 0% | -3% | -12%
CC(=O)NC12CC3CC(C1)CC(C(=O)Oc1ccc(N(C)S(=O)(=O)c4cc(C)ccc4C)cc1)(C3)C2 | 20 | -2 | -2% | -1% | 2% | -0.1 | 4% | -5% | -9%
CC1CN(C(C)C(=O)NNC(=O)c2ccc(F)cc2)CC(C)O1 (configuration not stated) | . | -3 | -5% | 4% | -13% | . | -2% | 1% | 4%
COc1ccc(OC)c(NC(=O)c2c(NCc3cccs3)sc3c2CCCCC3)c1 | . | 10 | 6% | ? | -1% | . | -3% | -1% | ?
COc1cccc2c1OCC/C2=N\NC(=O)C(C)Oc1ccc([N+](=O)[O-])cc1 (configuration not stated) | 4 | -7 | 1% | 20% | -30% | -1.3 | 0% | 2% | ?
COc1ccc(Cl)cc1N(CC(=O)Nc1ccccc1C(=O)N1CCOCC1)S(C)(=O)=O | 3 | -7&-8 | 0% | -16% | 3% | -0.3 | 0% | -5% | -4%&28%
CCCC(=O)Nc1ccccc1NC(=O)CCC | 8 | -6 | 2% | -9% | -7% | 0.9 | 0% | -3% | -16%
COc1ccc(CN2CCNC(=O)C2CC(=O)NCc2ccc(C)s2)c(OC)c1 (configuration not stated) | -20 | 1 | -4% | -14% | ? | 0.5 | -12% | -3% | -2%
Cn1nnnc1SCc1nc2ccccc2[nH]1 | 9 | -5 | -5% | -5% | -17% | 0.6 | 2% | 2% | 0%
Cc1ccc(NC(=O)C(C)Sc2nc3nc(C)cc(C)n3n2)cc1 (configuration not stated) | 18 | -7 | 2% | -8% | -18% | 0.3 | -8% | -4% | -9%
COc1cc2[nH]c(=O)n(CCCC(=O)NCc3ccccc3)c(=O)c2cc1OC | . | -10 | -6% | 20% | -4% | . | 3% | -3% | -16%
CCN(CC)C(=S)SCc1csc(CC(=O)Nc2ccccc2C)n1 | 11 | -3 | 4% | 15% | -3% | 2.0 | -6% | -4% | 10%
CC(C)=N/N=C1\NC(=O)C(C)S1 (configuration not stated) | 4 | -2 | 7% | 23% | 2% | 1.0 | 0% | -1% | 456%[activator]
O=C(OCC#CCSc1nnc(-c2cccc3ccccc23)o1)c1cnc[nH]1 | . | -6 | . | -12% | 7% | . | 8% | -3% | 8%
CCOc1ccc(/C=N/NC(=O)c2c(C)n(C)c3ccc(OC)cc23)cc1 | 4 | -2 | -18% | 15% | -7% | -1.0 | -30% | -2% | -11%
CCc1ccc(NC(=O)c2ccc3c(O)c(S(=O)(=O)c4ccc(Cl)cc4)c(=O)[nH]c3c2)cc1 | . | -15 | -3% | -23% | -5% | . | 3% | 1% | ?
Cc1ccc(C(=O)N2CCN(c3ccccc3)CC2)cc1NC(=O)c1nsc2ccccc12 | . | -1 | -8% | -20% | 0% | 1.9 | 3% | -9% | -25%
COc1ccc(-c2coc3cc(OC(=O)N4CCOCC4)ccc3c2=O)cc1 | 10 | -6 | -10%[15.4 µM] | -10% | -15% | -1.2 | -1% | 3% | ?
Cc1cc(O)ccc1Nc1nc(-c2cccs2)cs1 | 12 | 0 | 9% | -35% | 0% | 5.6 | -11% | -8% | ?
O=C(Nc1ccc(F)c(F)c1)C(c1ccccc1)N1Cc2ccccc2C1=O (configuration not stated) | . | -1 | -15% | -8% | -30% | 1.9 | -5% | -5% | -4%
COc1cc(C(=O)Nc2cc(C)c(O)c(-c3nc4ccccc4s3)c2)cc(OC)c1OC | . | 11 | 7% | -2% | -7% | 1.6 | 7% | -1% | -11%
O=C(c1csc2c1CCCC2)N1CCN(c2ncccn2)CC1 | -2 | 13 | 0% | -15% | -4% | 0.6 | -1% | -1% | -16%
CCOC(=O)C1(C)CCCN(C(=O)c2ccc3c(c2)CCO3)C1 (configuration not stated) | . | -5 | . | . | . | . | -5% | 0% | ?
Cc1cccc(NC(=O)CCn2c(=O)oc3ccccc32)c1 | 1 | -6 | -4% | 0% | 0% | -0.4 | 0% | -1% | -7%
O=C1COc2ccc(S(=O)(=O)Nc3ccc4c(c3)OCO4)cc2N1 | 5 | 5 | ? | -6% | -9% | -0.5 | -1% | 0% | -15%
COC(=O)c1cc(OC)c(OC)cc1NC(=O)c1ccc(C)o1 | 1 | 8 | -6% | -16% | -1% | 1.0 | 0% | -4% | -7%
Cc1cc(C)cc(-n2ccn(Cc3ccc(F)cc3)c(=O)c2=O)c1 | . | -13 | 3% | 19% | 1% | 1.3 | -3% | -4% | ?
CC1CCCCC12NC(=O)N(CC(=O)Nc1sc3c(c1C(N)=O)CCC3)C2=O (configuration not stated) | 1 | -2 | 1% | -19% | -2% | 0.5 | -6% | 0% | 17%
